SENP7 block = inhibitors of human SENP7 protease | inhibition, % at 5 µM | 330,000 tested, 1.5% active | Q9BQF6 | recombinant SENP7, Z-RLRGG-aminoluciferin luminescence, 40 min | AID 434973;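 active = inhibition above about 50% at the single test dose, limit read from the data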;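 also: plate controls were DMSO with enzyme for no effect and no enzyme buffer wells for full effect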
Target sequence (Q9BQF6 706-1050 limits assumed): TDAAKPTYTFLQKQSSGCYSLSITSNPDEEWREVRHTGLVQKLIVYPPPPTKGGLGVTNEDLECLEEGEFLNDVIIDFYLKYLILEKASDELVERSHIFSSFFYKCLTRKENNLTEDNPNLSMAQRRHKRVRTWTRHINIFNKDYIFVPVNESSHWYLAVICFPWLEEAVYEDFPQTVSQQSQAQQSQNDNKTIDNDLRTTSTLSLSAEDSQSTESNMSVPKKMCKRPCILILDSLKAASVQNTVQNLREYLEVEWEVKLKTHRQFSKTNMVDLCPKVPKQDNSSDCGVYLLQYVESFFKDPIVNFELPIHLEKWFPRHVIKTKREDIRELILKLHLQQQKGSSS
SENP8 block-1 = SENP8 protease inhibition | Q96LD8 | purified SENP8, Z-RLRGG-aminoluciferin cleavage, luminescence | inhibition, % at 10 µM | 330,000 tested, 1.2% active | AID 2540; in the data active = inhibition above about 50%
Target sequence (Q96LD8 whole entry, looked up): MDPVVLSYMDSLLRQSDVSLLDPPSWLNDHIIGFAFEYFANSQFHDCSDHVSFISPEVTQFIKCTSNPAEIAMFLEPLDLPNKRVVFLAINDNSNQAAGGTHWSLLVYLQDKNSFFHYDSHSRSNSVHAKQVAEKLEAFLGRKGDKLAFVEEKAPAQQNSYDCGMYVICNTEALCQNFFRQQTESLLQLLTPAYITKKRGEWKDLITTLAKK
NLRP3 yeast inh = blocks the NALP3 inflammasome reconstituted in yeast; Yeast reconstituted NLRP3/ASC/caspase-1, beta-gal luminescence, 24 h; inhibition, % at 10 µM; 330,000 tested, 0.39% active; AID 2825;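 active = inhibition of 50% or more; inactive = inhibition below 50%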;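 also: plate controls were induced DMSO wells for no effect and uninduced yeast grown without galactose for full effect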
SENP8 block-2 = inhibitors of human SENP8 protease | Q96LD8 | recombinant SENP8, Nedd8 substrate fluorescence | inhibition, % at 20 µM | 360,000 tested, 0.64% active | AID 602440; in the data active = inhibition mostly above about 40%, no sharp cut-off; inactive = mostly below about 27%
HKDC1 inhibitor = blocks human hexokinase HKDC1 activity | Q2TB90 | recombinant HKDC1, G6PDH/diaphorase resazurin coupled fluorescence | inhibition, % at 20 µM | 340,000 tested, 0.16% active;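 active = inhibition above about 35% when tested at 20 µM, limit read from the data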;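 also: plate controls were DMSO wells with enzyme for no effect and DMSO wells lacking enzyme for full effect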
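Assay system: recombinant HKDC1 hexokinase; detection: coupled resazurin fluorescence, excitation 525 nm, emission 613 nm; benchmarks: DMSO-plus-enzyme-mix negative control, buffer-substituted positive control; compound dosing: single 20 µM dose; schedule: 90 min at room temperature in dark; also added: glucose plus 1 mM ATP as hexokinase substrates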
SENP1 inh = blocks the human SENP1 SUMO protease catalytic domain. Q9P0U3. recombinant SENP1 catalytic domain, CyPet-SUMO1-YPet FRET cleavage. inhibition, % at 10 µM. 360,000 tested, 0.21% active;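 active = inhibition at least 30% at 10 µM, raw YFP signal under a set limit, fluorescence ratio 0.5 to 1.5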;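 also: 0% = enzyme with DMSO and 100% = no enzyme wells; some results filed as inactive read as strong as hits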
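Test system: recombinant human SENP1 catalytic domain, His6-tagged / Medium: pH 8 Tris buffer with EDTA, NaCl, BME, BSA, NP40, catalase / Also added: SUMO1 FRET substrate flanked by Cypet and Ypet, 25 nM / Times: 50 min reaction at room temperature / Signal: FRET, CFP and YFP emission / Control set: no-enzyme low control and enzyme-plus-DMSO high control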
Apaf-1 inh = inhibitors of human Apaf-1 apoptosome | O14727 | reconstituted apoptosome caspase-3 activity, DEVD-Rh110 fluorescence | inhibition, % at 20 µM | 330,000 tested, 0.71% active | AID 489030; active = inhibition of at least 40% at 20 µM;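 also: plate controls were DMSO wells for no effect and DEVD-CHO caspase inhibitor wells for full effect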
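Material: biochemical Apaf-1 apoptosome reconstitution. Medium: Hepes buffer, pH 7.5. Also added: cytochrome c activation, bis-DEVD rhodamine 110 substrate. Timing: 30 min compound preincubation, 50 min activation, room temperature. Measured by: rhodamine 110 fluorescence at Ex 480/Em 540 nm.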
PfG6PD inh = PfG6PD (Plasmodium falciparum) enzyme inhibition | PfGluPho enzyme, NADPH resazurin-diaphorase fluorescence | inhibition, % at 20 µM | 350,000 tested, 0.78% active;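 active = inhibition reaching at least a set limit at 20 µM in the primary screen, cut at about 59% in these data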;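 also: 0% = DMSO wells with substrate and 100% = DMSO wells lacking glucose-6-phosphate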
SENP6 block = SENP6 protease inhibition; Q9GZR1; Recombinant SENP6 catalytic domain, aminoluciferin luminescence; inhibition, % at 10 µM; 330,000 tested, 1.8% active; AID 2599;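 active = inhibition above about 50% at the single tested dose, limit read from the data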;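 also: plate controls were DMSO wells with enzyme for no effect and DMSO wells lacking enzyme for full effect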
Target sequence (Q9GZR1 628-1112 limits assumed): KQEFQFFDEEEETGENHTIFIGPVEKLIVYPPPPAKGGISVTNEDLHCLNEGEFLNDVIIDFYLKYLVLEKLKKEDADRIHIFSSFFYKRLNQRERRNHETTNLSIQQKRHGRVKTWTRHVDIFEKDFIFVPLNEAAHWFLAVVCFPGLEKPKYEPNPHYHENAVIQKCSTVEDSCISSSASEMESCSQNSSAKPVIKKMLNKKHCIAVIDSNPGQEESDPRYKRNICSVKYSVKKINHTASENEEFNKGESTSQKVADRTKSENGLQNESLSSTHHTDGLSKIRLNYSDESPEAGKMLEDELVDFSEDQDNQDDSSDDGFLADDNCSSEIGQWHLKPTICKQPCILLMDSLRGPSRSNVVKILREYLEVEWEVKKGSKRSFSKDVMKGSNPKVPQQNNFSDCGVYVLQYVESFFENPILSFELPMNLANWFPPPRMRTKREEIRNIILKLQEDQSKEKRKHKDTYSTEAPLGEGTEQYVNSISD
* = called active by the depositor; . = no result given; & = joins results of further samples.

mol	SENP7 block	SENP8 block-1	NLRP3 yeast inh	SENP8 block-2	HKDC1 inhibitor	SENP1 inh	Apaf-1 inh	PfG6PD inh	SENP6 block
COc1ccc(CCNC(=O)CN(c2ccccc2OC)S(=O)(=O)c2ccc(C)cc2)cc1	-4	5	11	7	-1	-1	21	8	-10
COc1cc(-c2ccc3c(=O)c4ccccc4n(C)c3c2)cc(OC)c1OC	4	0	14	-496	6	-24	30	21	0
O=C(CSCC(=O)N1CCOCC1)Nc1nc(-c2ccc3c(c2)OCO3)cs1	16	-6	10	7	-2	0	1	7	-24
COC(=O)Nc1nnc(Cc2ccc(OC)cc2)s1	-10	-1	29	16	-5	4	6	-13	18
CCOC(=O)c1sc(NC(=O)CCN2C(=O)C3CCCCC3C2=O)cc1C (stereo not given)	-5	2	7	-2	0	1	-11	11	14
COC(=O)CNC(=O)c1cccc(F)c1	11	7	-2	15	3	4	-1	-25	2
COc1cccc(-c2nc(CS(=O)(=O)CC(=O)NC3CCCC3)c(C)o2)c1	12	1	13	16	-3	2	12	6	4
CN(C(=O)CSc1nnc(-c2ccccc2)o1)c1c(N)n(Cc2ccccc2)c(=O)[nH]c1=O	2	-1	9	-20	-11	-17	-1	0	-3
O=C(Nc1cccc(NC(=O)c2ncn[nH]2)c1)c1cccc(Cl)c1	-4	-4	8	2	-9	2	-3	18	-22
C=CCN1C(=O)C2(OCCCO2)c2cccc(Cl)c21	-3	1	13	0	4	0	-4	-5	-11
CCCNC(=O)Cc1c(OC)ccc2cc(Br)ccc12	8	-4	22	14	-12	1	-3	-4	-4
CCN(CC)S(=O)(=O)c1ccc2oc(SCC(=O)NC3CC3)nc2c1	6	6	17	-2	-5	0	7	24	-5
CN1C(=O)Cc2cc(S(=O)(=O)NCCc3ccc(Cl)cc3)ccc21	9	-7	3	16	-4	1	11	-4	-9
CS(=O)(=O)N1CCN(S(=O)(=O)c2ccccc2[N+](=O)[O-])CC1	8	-1	-4	3	4	3	-3	6	-4
CCC(=O)N(CC)Cc1cc(=O)[nH]c2ccccc12	-7	-3	23	-4	-10	3	5	2	4
Cc1c(CCOC(=O)C2C3CC4CC(C3)CC2C4)sc[n+]1CC(=O)c1ccc(Br)cc1 (stereo not given)	3	-12	12	11&1	5&-7	-5&0	50*	-1&6	-19
CC(C)CNC(=O)C(=O)NNC(=O)C1CCCCC1	2	5	-5	6	-13	1	-8	5	-4
Cc1ccccc1C(=O)Nc1cc(NC(=O)c2ccccc2C)cc(C(=O)O)c1	0	-7	-1	14	-6	2	-3	-14	-15
CS(=O)(=O)c1ccccc1C(=O)Nc1ccc(-c2nc3ccccc3o2)cc1	13	-13	43	-22	5	1	12	-11	-11
COC(=O)Cn1c(C)nc2c(sc3nc(C)cc(C)c32)c1=O	6	-7	28	-1	0	5	-2	7	-20
O=C(CSc1nnc(C2CC2)n1-c1ccccc1)NCc1ccco1	10	5	8	13	-7	1	-17	-13	-11
O=C(CC1C(=O)NCCN1Cc1ccccn1)NCCc1ccccc1F (stereo not given)	1	2	18	-35	-1	-21	12	-20	6
Cc1ccc(C2=NOC(C)(c3nnc(-c4ccc(Cl)cc4)o3)C2)cc1 (stereo not given)	-1	2	28	19	-1	3	4	6	-4
CN1C(=O)CC(Sc2ncccc2C(=O)O)C1=O (stereo not given)	-2	-6	-2	7	3	1	-7	-1	-2
O=c1c(Cc2ccc(Cl)cc2Cl)c(O)ccn1Cc1ccncc1	8	-2	6	8	0	4	-4	-6	-4
Cc1cccc(/C=C(\C#N)C(=O)Nc2ccccn2)c1	-4	2	18	-26	-4	-23	2	6	21
Cc1cccc(NC(=O)CCS(=O)(=O)c2cccc3nonc23)c1C	-12	-8	4	8	-7	1	0	-6	7
N#Cc1cccc(NC(=O)Cn2cnc(S(=O)(=O)N3CCCCC3)c2)c1	-6	8	10	19	1	3	-11	-11	-10
CC12CCC(C(=Nc3ccc(N=C4C(=O)C5(C)CCC4C5(C)C)cc3)C1=O)C2(C)C	-4	3	0	.	0	.	6	14	-18
CCc1nnc(NC(=O)c2ccc(S(=O)(=O)NC3CCCCC3)cc2)s1	4	2	5	17	17	1	10	38	9
CN(c1cccc2cccnc12)S(=O)(=O)c1ccccc1	-7	-3	-23	8	2	-1	2	19	-10
CCC1(CC)Cc2ccccc2-c2[nH]c(=S)[nH]c(=O)c21	-2	-4	4	-12	9	3	1	13	-16
CCOc1ccc(N2C(=O)C3=C(C(c4ccc(Cl)cc4)=NCCN3)C2c2cccnc2)cc1 (stereo not given)	-11	-2	9	11	-10	7	3	-8	-2
CCCOP(=O)(c1ccc(N(C)C)cc1)C(O)c1c(Cl)cccc1Cl (stereo not given)	-6	-5	6	3	-5	2	6	-4	-17
CCOC(=O)Cn1cc(C(=O)c2cccs2)c2ccccc21	-3	4	16	4	0	3	3	-1	-4
CCN(CC)c1ccc(N2C(=O)CSC2=S)cc1	14	3	20	55*	3	7	24	18	7
CC1=C(C(=O)OCC2CCCO2)C(c2ccccc2Cl)NC(=O)N1 (stereo not given)	-2	-7	2	22	4	0	-1	-15	-3
COc1ccc(-c2cc(C(=O)Nc3cccc(O)c3)no2)cc1	99*	93*	9	12	-4	1	-1	-1	97*
COc1ccc(CNC(=O)C(=O)NCC2OCCN2S(=O)(=O)c2ccc(F)cc2)cc1 (stereo not given)	10	-4	11	1	-8	-5	-2	4	17
COC(=O)c1nn(-c2ccccc2)c(=O)cc1Oc1ccc(Cl)cc1	-3	-3	-12	16	-4	3	-4	-20	7
COCCCn1c(-c2ccco2)nc2ccccc2c1=O	0	-5	3	26	-1	-2	1	-13	0
CCOc1ccc(C(=O)Cn2cnc3ccccc3c2=O)cc1	-4	-3	46	10	-4	-1	2	16	-4
CCOc1cc(/C=N/NC(=O)c2nn(C)cc2Br)ccc1OCc1ccccc1Cl	10	2	6	-50	10	-1	9	-9	-5
COc1cc(CN2CCC(Cc3ccccc3)CC2)cc([N+](=O)[O-])c1O	0	-7	10	20	5	3	-10	-14	7
COc1ccc(C(CNC(=O)c2cc(S(=O)(=O)N3CCCC3)ccc2Cl)N2CCCC2)cc1 (stereo not given)	-4	-10	1	-11	-1	0	0	0	-7
COc1cccc(NC(=O)c2nn(C)c(C(=O)Nc3cccc(OC)c3)c2[N+](=O)[O-])c1	-1	-2	17	10	-2	-2	3	14	-6
Cc1ccc(CNC(=O)c2cc(-c3cc(C)cc(C)c3O)n[nH]2)cc1	-2	-9	4	18	-5	0	8	12	12
CC(=O)CSc1ncnc2sc3c(c12)CCC3	-7	0	9	8	2	-3	-10	6	-7
COc1ccc2oc(C(=O)OCC(=O)N(Cc3ccccc3)C(C)(C)C)c(C)c2c1	14	-1	25	-372	0	-10	10	23	-14
O=C(/C=C/c1ccccc1)c1c[nH]c2ccccc12	84*	38	50*	9	-2	0	-27	2	58*
O=S1(=O)NC(=NCC(c2ccco2)N2CCCCC2)c2ccccc21 (stereo not given)	-3	2	4	8	-5	-4	-16	-16	3
CCOC(=O)[C@H]1[C@H]2COc3cc(OC)ccc3[C@@H]2N2C(=O)N(c3ccc(Cl)cc3)C(=O)[C@@]12C	-9	5	-4	15	-1	1	14	13	-10
Cc1cc(C)n(-c2cc(N3CCN(C(=O)c4cccc(Br)c4)CC3)ccc2[N+](=O)[O-])n1	-1	-6	1	34	-1	-1	17	10	-4
NS(=O)(=O)c1ccc2ccccc2c1	-4	0	7	17	-5	2	-9	-1	-6
COCCNC(=O)CSc1ccccc1C(=O)NC1CCSc2ccccc21 (stereo not given)	-1	-10	3	-1	-2	-15	5	6	2
CNc1snc(C)c1C(=O)OC(C)C(=O)Nc1cccc(OC)c1 (stereo not given)	1	5	8	2	-2	-1	2	-2	-4
O=C(CCl)Nc1cccc(CP(=O)(c2ccccc2)c2ccccc2)c1	-5	0	-4	6	4	0	-14	-8	-17
CC(C)Oc1ccc(CC2CC(=O)NC2=O)cc1 (stereo not given)	1	-4	17	37	0	0	-2	-4	1
O=C(NCC1CCCO1)C1CC(=O)N(C2CCCCCC2)C1 (stereo not given)	2	-1	4	11	5	-11	-3	0	-3
COc1cccc(NC(=O)C(Sc2nc3ccccc3c(=O)n2CC(C)C)c2ccccc2)c1 (stereo not given)	15	1	2	15	5	2	-11	-11	11

Next section
mol	SENP7 block	SENP8 block-1	NLRP3 yeast inh	SENP8 block-2	HKDC1 inhibitor	SENP1 inh	Apaf-1 inh	PfG6PD inh	SENP6 block
Cc1ccc(/C=N/NC(=O)c2cc(-c3ccncc3)nc3ccccc23)o1	-8	0	22	4	0	2	0	3	-2
COc1cc(S(=O)(=O)N2CCC(N3CCCCC3)CC2)ccc1-n1cnnn1	.	.	.	-9	-4	-10	.	2	.
CC1CCN(C(=O)COC(=O)c2ccccc2NC(=O)c2ccco2)CC1	-7	-6	1	-197	0	1	2	-16	-18
C=CCNC(=O)CSc1ccc(Cl)cc1	0	-13	-10	7	-6	0	-2	14	-25
Cc1ccc(NC(=O)Cn2nnc(C(=O)NCc3cccs3)c2N)cc1F	-15	-6	20	13	-4	0	1	2	-31
O=C(COC(=O)CNC(=O)c1cccc([N+](=O)[O-])c1)Nc1nc2ccccc2s1	-4	-15	19	28	6	-3	2	-11	-13
NS(=O)(=O)c1ccc(CCN=C(NS(=O)(=O)c2cccs2)c2ccccc2)cc1	-7	-7	5	3	-4	0	-3	7	-5
O=[N+]([O-])c1ccc2c(c1)CNc1ccccc1O2	-11	-4	-6	11	0	4	7	-4	-3
CC1CCC(C#N)(N(C)C(=O)CSc2nnc(C3CC3)n2C2CC2)CC1 (stereo not given)	-2	-11	3	9	-4	3	14	5	-6

Part of the list above in a different format.
> O=[N+]([O-])c1ccc2c(c1)CNc1ccccc1O2
  SENP7 block = -11 | SENP8 block-1 = -4 | NLRP3 yeast inh = -6 | SENP8 block-2 = 11 | HKDC1 inhibitor = 0 | SENP1 inh = 4 | Apaf-1 inh = 7 | PfG6PD inh = -4 | SENP6 block = -3

> CC1CCC(C#N)(N(C)C(=O)CSc2nnc(C3CC3)n2C2CC2)CC1 (stereo not given)
  SENP7 block = -2 | SENP8 block-1 = -11 | NLRP3 yeast inh = 3 | SENP8 block-2 = 9 | HKDC1 inhibitor = -4 | SENP1 inh = 3 | Apaf-1 inh = 14 | PfG6PD inh = 5 | SENP6 block = -6

Complete entries from above:
`Cc1ccc(/C=N/NC(=O)c2cc(-c3ccncc3)nc3ccccc23)o1` is listed as SENP7 block: -8; SENP8 block-1: 0; NLRP3 yeast inh: 22; SENP8 block-2: 4; HKDC1 inhibitor: 0; SENP1 inh: 2; Apaf-1 inh: 0; PfG6PD inh: 3; SENP6 block: -2
`Cc1ccc(NC(=O)Cn2nnc(C(=O)NCc3cccs3)c2N)cc1F` is listed as SENP7 block: -15; SENP8 block-1: -6; NLRP3 yeast inh: 20; SENP8 block-2: 13; HKDC1 inhibitor: -4; SENP1 inh: 0; Apaf-1 inh: 1; PfG6PD inh: 2; SENP6 block: -31
`O=C(COC(=O)CNC(=O)c1cccc([N+](=O)[O-])c1)Nc1nc2ccccc2s1` is listed as SENP7 block: -4; SENP8 block-1: -15; NLRP3 yeast inh: 19; SENP8 block-2: 28; HKDC1 inhibitor: 6; SENP1 inh: -3; Apaf-1 inh: 2; PfG6PD inh: -11; SENP6 block: -13
